Compound activity: PubChem BioAssay, National Center for Advancing Translational Sciences (NCATS)
mIDH1 inhibitor: qHTS for Inhibitors of mutant isocitrate dehydrogenase 1 (IDH1): qHTS. Potency, µM (highest dose often 76.6 µM), inactives show top-dose activity change, negative = inhibition, actives largely listed as inhibitors. IDH1-R132H enzyme, NADPH consumption, diaphorase/resazurin fluorescence. AID 602179, 2012. Isocitrate dehydrogenase [NADP] cytoplasmic (Homo sapiens), O75874. actives 0.093% (n = 390,000); note: potency is the fitted concentration of half-maximal effect; % is set by controls: 0 for no effect and ±100 for the full control effect; nearly all actives have a fitted effect of over 65% in size
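IDH1-R132H (0.5 ug/mL) preincubated 30 min with compound, then NADPH (0.016 mM) and alpha-KG (2 mM) added; 80 min at RT, pH 7.5. Remaining NADPH coupled via diaphorase/resazurin to fluorescence (540/590 nm); concentration-response curves normalized to no-enzyme control.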
Vif-A3G inh: qHTS for Inhibitors of Vif-A3G Interactions: qHTS. DNA dC->dU-editing enzyme APOBEC-3G (Homo sapiens), Q9HC16. HeLa A3G-eYFP + Vif (tagged APOBEC3G with the HIV-1 protein that degrades it), YFP fluorescence, overnight. Potency, µM (titrated, usually from 46.1 µM), inactives show top-dose activity, negative = active, actives largely listed as inhibitors. actives 0.076% (n = 410,000). AID 602310, 2012;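 note: potency is the fitted concentration of half-maximal effect; % is set by controls: 0 for no effect and ±100 for the full control effect; nearly all actives have a fitted effect of over 60% in size; hits raise eYFP signal because A3G escapes Vif-driven loss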
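HeLa cells stably expressing Vif and C-terminally eYFP-tagged A3G, seeded overnight at 37 deg C, then exposed to compound by pintool overnight at 37 deg C. Rise in yellow fluorescence (Ex 488/Em 500-530, Acumen) marks blocked Vif-driven A3G degradation.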
GRP78 ERSR act: qHTS for Inducers of the Endoplasmic Reticulum Stress Response (ERSR) in Human Glioma: qHTS; AID 602332, 2012; Potency, µM, inactives show at the highest dose activation, hits mostly activators; actives 0.02% (n = 420,000); U87-MG GRP78 promoter luciferase reporter, 16 h; note: potency is the fitted concentration of half-maximal effect; series mostly up to about 76 µM; % of control where 0% means no effect; nearly all actives have a fitted effect of over 35% in size
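ERSR induction read as luciferase luminescence (Bright-Glo, 10 min at room temperature) in stably transfected human U87-MG glioma cells exposed to compounds for 16 h, using GRP78 as sensor.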
TrxR1 substrate: qHTS Assay for Substrates of Mammalian Selenoprotein Thioredoxin Reductase 1 (TrxR1): qHTS. Thioredoxin reductase 1, cytoplasmic (Rattus norvegicus), O89049. purified TrxR1 substrate turnover, NADPH consumption readout. Potency, µM (highest dose often 114 µM), without a hit: top-dose activity change, negative = substrate turnover. actives 0.01% (n = 390,000). AID 588456, 2011; note: potency is the fitted concentration of half-maximal effect; % is set by controls: 0 for no effect and ±100 for the full control effect; nearly all actives have a fitted effect of over 50% in size
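Rat TrxR1, dispensed at 90 nM, was prereduced with 400 uM NADPH (final) for 5 min at ~22 deg C, then incubated with compound 15 min before 400 uM selenite. A first-read NADPH fluorescence drop versus no-compound background flagged substrates.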
USP1 inh: Inhibitors of USP1/UAF1: Primary Screen | actives 0.23% (n = 390,000) | recombinant USP1/UAF1, Ub-Rhodamine cleavage fluorescence | AID 743255, 2014 | Ubiquitin carboxyl-terminal hydrolase 1 (Homo sapiens), O94782 | Potency, µM (doses to about 57.1 µM), without a hit: at the top dose activity change, negative = inhibition, most hits filed as inhibitors; note: potency is the fitted concentration of half-maximal effect; % is set by controls: 0 for no effect and ±100 for the full control effect; nearly all actives have a fitted effect of over 60% in size; inactives centre near -12
Target sequence (O94782 whole entry, looked up): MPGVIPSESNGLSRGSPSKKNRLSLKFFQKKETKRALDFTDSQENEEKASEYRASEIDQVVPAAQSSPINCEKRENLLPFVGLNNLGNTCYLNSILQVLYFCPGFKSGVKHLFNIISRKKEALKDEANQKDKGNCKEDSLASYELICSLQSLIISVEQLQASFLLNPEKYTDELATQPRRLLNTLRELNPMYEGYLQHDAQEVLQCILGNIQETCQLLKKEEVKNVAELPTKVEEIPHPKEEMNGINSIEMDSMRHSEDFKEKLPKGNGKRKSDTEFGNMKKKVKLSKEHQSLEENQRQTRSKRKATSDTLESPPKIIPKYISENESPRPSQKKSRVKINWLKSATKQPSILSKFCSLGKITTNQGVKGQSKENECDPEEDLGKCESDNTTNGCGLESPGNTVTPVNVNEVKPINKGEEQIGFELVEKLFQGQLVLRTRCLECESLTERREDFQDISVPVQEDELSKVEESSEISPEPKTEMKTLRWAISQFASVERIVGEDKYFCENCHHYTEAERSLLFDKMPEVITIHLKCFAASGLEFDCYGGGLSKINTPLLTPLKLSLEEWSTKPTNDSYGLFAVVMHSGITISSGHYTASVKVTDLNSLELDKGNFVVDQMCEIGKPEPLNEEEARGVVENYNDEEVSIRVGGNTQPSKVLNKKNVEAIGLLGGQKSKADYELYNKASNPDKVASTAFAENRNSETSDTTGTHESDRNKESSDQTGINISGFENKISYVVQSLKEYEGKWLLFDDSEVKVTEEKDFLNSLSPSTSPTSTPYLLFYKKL
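High-throughput fluorogenic screen: 1nM USP1/UAF1 complex, Ub-Rho substrate 150nM final, 50mM HEPES pH 7.8 with 0.5mM EDTA, 0.1 mg/ml BSA, 1mM TCEP and 0.01% Tween-20.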
Vif-APOBEC3F blk: qHTS for Inhibitors of Vif-A3F Interactions: qHTS. HeLa A3F-eYFP + Vif (tagged APOBEC3F with the HIV-1 protein that degrades it), YFP fluorescence increase. Potency, µM (doses to about 46.1 µM), for inactives: top-dose activity, negative = active. actives 0.2% (n = 390,000). AID 602313, 2012; note: potency is the fitted concentration of half-maximal effect; % of control where 0% means no effect; nearly all actives have a fitted effect of over 65% in size
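HeLa cells stably expressing A3F-eYFP plus Vif, plated and incubated overnight at 37 deg C, then exposed to compounds overnight at 37 deg C. Blocked degradation read as raised yellow fluorescence (Ex 488/Em 500-530).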
LDHA block: qHTS assay for inhibitors of human lactate dehydrogenase; purified LDHA, NADH/diaphorase-resazurin fluorescence; active compounds read low; activity change, % (values are at about 110 or 230 µM); actives 0.15% (n = 480,000); AID 1347041, 2019; in the data active = activity change below about -30%; inconclusive = mostly about -25% to -30%;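 note: plate controls were DMSO wells for no effect and wells without enzyme for full effect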
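Remaining NADH was detected by diaphorase (0.133 mg/mL) converting 37 µM resazurin to fluorescent resorufin, read at 0 and 20 minutes. The preceding 5-minute room-temperature reaction used 2 nM LDHA, 0.2 mM sodium pyruvate and 0.06 mM NADH at pH 7.4.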
TrxR1 inh: qHTS Assay for Inhibitors of Mammalian Selenoprotein Thioredoxin Reductase 1 (TrxR1): qHTS. Thioredoxin reductase 1, cytoplasmic (Rattus norvegicus), O89049. recombinant rTrxR1, NADPH fluorescence consumption, selenite substrate. Potency, µM (highest dose often 114 µM), for inactives: top-dose activity change, negative = inhibition, hits mostly inhibitors. actives 1% (n = 390,000); note: potency is the fitted concentration of half-maximal effect; % is set by controls: 0 for no effect and ±100 for the full control effect; nearly all actives have a fitted effect of over 65% in size
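Rat TrxR1 (90 nM in the dispensed reagent) was pre-reduced with 400 uM NADPH for 5 min at room temperature, then incubated with compound for 15 min. After 400 uM selenite was added, NADPH fluorescence (Ex 340/Em 450 nm) was followed for 8 min.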
RGS4 inhibitor: Inhibitors of Regulator of G Protein Signaling (RGS) 4: qHTS; Regulator of G-protein signaling 4 (Homo sapiens), P49798; Transcreener GDP fluorescence polarization, RGS4-accelerated GTP hydrolysis; Potency, µM (highest dose often 114 µM), inactives show at the highest dose activity change, negative = inhibition, most hits filed as inhibitors; actives 0.039% (n = 390,000); AID 504845, 2011; note: potency is the fitted concentration of half-maximal effect; % is set by controls: 0 for no effect and ±100 for the full control effect; nearly all actives have a fitted effect of over 75% in size; some results filed as inactive show a strong effect at the top dose
Target sequence (P49798 whole entry, looked up): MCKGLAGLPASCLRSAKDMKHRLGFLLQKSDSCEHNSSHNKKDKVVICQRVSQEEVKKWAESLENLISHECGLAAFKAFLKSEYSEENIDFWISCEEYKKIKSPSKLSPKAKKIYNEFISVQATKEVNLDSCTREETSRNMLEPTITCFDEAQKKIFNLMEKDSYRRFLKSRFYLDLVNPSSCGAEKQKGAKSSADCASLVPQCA
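MLSMR compounds (23 nl, pin-transferred) preincubated 10 min at room temperature with a 500nM (2x) first reagent, then RGS4 at 900nM (2x) plus Transcreener GDP mix added; fluorescence polarization (620/688 nm) read before and after 90 min at 30 °C.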
Numbers without * were called inactive; u = inconclusive; x = not tested or not shown; & = joins results of further samples; [ ] = another dose, or the depositor's remark. Unless noted, calls come from the whole dose curve; as a rule, active = well fitted curve in the direction sought with a large enough effect; inconclusive = small, poorly fitted or top-dose-only effect, or another doubt; inactive = no such curve, though single readings can be large; an effect the other way counts as inactive or inconclusive. This is a subset; rates above refer to the full screens.

| Molecule | mIDH1 inhibitor | Vif-A3G inh | GRP78 ERSR act | TrxR1 substrate | USP1 inh | Vif-APOBEC3F blk | LDHA block | TrxR1 inh | RGS4 inhibitor |
| --- | --- | --- | --- | --- | --- | --- | --- | --- | --- |
| Cc1nn(C)c(C)c1CN(Cc1nc(CCC(C)C)no1)C(C)C | -3% | 0% | -4% | -9% | -3% | -7% | -1 | -51%[57.1 µM] | 4% |
| COc1ccc(NC(=S)NC(=O)C2CCCCC2)cc1 | 0% | -2% | 4% | -3% | -13% | -3% | 0 | -5% | -11% |
| COc1ccc(S(=O)(=O)N2CCOCC2)cc1C(=O)Nc1nc2ccccc2s1 | 0% | 0% | 3% | 82%[activator] | -3% | 0% | -4 | 111%[activator] | 0% |
| Cc1ccc2c(c1)Oc1ccc(NC(=O)CCl)cc1C(=O)N2 | 13µM* | u | -14% | 2% | -28% | 10% | -1 | u | 7% |
| CN(C)c1ccc(/C=N/NC(=O)CCCO)cc1 | -2% | -1% | 2% | 23%[57.1 µM] | -12% | 3% | -2 | 3%[57.1 µM] | -29% |
| Cc1ccc2c(c1)N(C(=O)N1CCC(C(=O)Nc3cccc(F)c3)CC1)CCO2 | -11% | 0% | -1% | -6% | -2% | -1% | 1&-7 | 14%[11.4 µM] | -15% |
| CCN1CCN(c2nc3c(c(=O)n(C)c(=O)n3C)n2CCSc2ncccn2)CC1 | 2% | 4% | -5% | 2% | -14% | -14% | -1 | 20% | 3% |
| COc1ccc(CCCC(=O)N/N=C/c2cccc(OC)c2O)cc1C | 0% | -12% | 0% | -3% | -7% | -1% | 8 | -9% | -9% |
| CS/C(=C(/C#N)S(=O)(=O)c1ccc(Cl)cc1)N1CCOCC1 | -3% | 0% | -1% | -2% | -25% | -20% | -10 | 18% | 26% |
| O=C(Cc1cccs1)NC1CC(=O)N(c2ccc(F)cc2)C1 (stereo not drawn) | -15% | 5% | -3% | -2%[57.1 µM] | -21% | -10% | -9 | 16%[57.1 µM] | 34% |
| COc1cc(NC2c3ccccc3C(=O)N2Cc2ccccc2Cl)cc(OC)c1 (stereo not drawn) | -9% | -1% | 1% | 5%[57.1 µM] | -4% | 0% | 1 | 20%[57.1 µM] | 20%[56.9 µM] |
| Cc1ccc(S(=O)(=O)N2CCOCC2)cc1NC(=O)CSc1ccc(Cl)cc1 | 1% | -6% | 1% | 3% | -20% | -25% | -6 | 23% | -24% |

As entered above.
CN(C)c1ccc(/C=N/NC(=O)CCCO)cc1 | Vif-APOBEC3F blk = 3%
CCN1CCN(c2nc3c(c(=O)n(C)c(=O)n3C)n2CCSc2ncccn2)CC1 | RGS4 inhibitor = 3%
O=C(Cc1cccs1)NC1CC(=O)N(c2ccc(F)cc2)C1 (stereo not drawn) | Vif-A3G inh = 5%
COc1ccc(CCCC(=O)N/N=C/c2cccc(OC)c2O)cc1C | LDHA block = 8
CS/C(=C(/C#N)S(=O)(=O)c1ccc(Cl)cc1)N1CCOCC1 | mIDH1 inhibitor = -3%

Other entries follow.
| Molecule | mIDH1 inhibitor | Vif-A3G inh | GRP78 ERSR act | TrxR1 substrate | USP1 inh | Vif-APOBEC3F blk | LDHA block | TrxR1 inh | RGS4 inhibitor |
| --- | --- | --- | --- | --- | --- | --- | --- | --- | --- |
| O=C(Nc1cccc(F)c1)c1oc2ccccc2c1NC(=O)C12CC3CC(CC(C3)C1)C2 | -9% | 1% | 2% | -8% | -11% | -11% | 6 | -2% | 5% |
| COc1ccccc1N1C(=O)CC(N2CCN(c3ccc([N+](=O)[O-])cc3)CC2)C1=O (stereo not drawn) | -6% | 1% | 0% | -12% | -13% | 1% | -4 | -7% | 7% |
| COC(=O)c1ccc(NC(=O)CN(c2ccc3c(c2)OCO3)S(C)(=O)=O)cc1 | 0% | -2% | 0% | 6% | -20% | 1% | -1 | 14% | 9% |
| O=C(COC(=O)C1(c2ccc(Cl)cc2)CCCC1)Nc1ncc(C(F)(F)F)cc1Cl | -1% | 0% | 0% | -5% | -25% | -1% | 1 | 28% | -11% |
| Cc1cc(S(=O)(=O)N2CCOCC2)ccc1OCC(=O)N1CCCCC1 | -1% | 2% | -3% | 8%[57.1 µM] | -7% | 5% | -2 | 29%[57.1 µM] | -29% |
| O=S1(=O)NC(=NCCOCCO)c2ccccc21 | 0% | 6% | -2% | 7% | -10% | -2% | 1 | 24% | -10% |
| O=C(Nc1ccc2c(c1)OCO2)N1CCN(c2ccc(F)cc2)CC1 | 9% | -19% | 8% | -3% | -9% | 2% | 10 | -5% | -2% |
| C=CCn1cc(C(=O)NCCCOC)c(=O)c2cc(S(=O)(=O)N(CC)CC)ccc21 | 2% | -5% | -3% | -12% | -15% | 2% | 0 | -14% | 25% |
| COC(=O)C(NC(C)=O)(Nc1ccc(Br)cc1)C(=O)OC | 4% | 1% | -3% | 5% | 11% | -6% | -2 | 23% | 5% |
| Cc1ccc2ncnc(NCc3ccco3)c2c1 | x | -7% | -5% | -4% | x | x | -7 | 79µM* | u |
| Cn1c(=O)c2sccc2n2c(CCC(=O)NCc3ccc(F)cc3)nnc12 | 11% | 2% | -5% | 6%[2.29 µM] | -3% | -3% | 6 | 24% | -29% |
| C[C@H](CO)N1C[C@H](C)[C@@H](CN(C)S(=O)(=O)c2ccccc2)Oc2ccc(NC(=O)Nc3ccc(C(F)(F)F)cc3)cc2C1=O | 0%[38.3 µM] | -9% | -5% | -5% | -27% | 0% | -2 | 12% | -5% |
| O=C(O)CSC(=S)N1CCCC1 | 3% | 1% | -3% | 12% | u | 2% | -9 | 16% | -6%[11.4 µM] |
| OCCN1CCN(CC#CCC(c2ccccc2)c2ccccc2)CC1 | -1% | 0% | -3% | -1% | -10% | 2% | -3 | 21% | 0% |
| Cc1cccc(NC2=C(Cl)C(=O)OC2NC(=O)c2ccccc2)c1 (stereo not drawn) | 2% | -1% | -2% | 1%[57.1 µM] | -4% | 2% | -7 | 0%[57.1 µM] | -3% |
| Cc1ccc(Cl)cc1S(=O)(=O)N1CCC(C(=O)NC2CCN(Cc3ccccc3)CC2)CC1 | -2% | 2% | -2% | -5% | -3% | u | 0 | -15% | -53% |
| COc1ccc(-c2nnc(NC(=O)CSc3ccc(C)cc3)s2)cc1OC | -4% | -5% | -2% | 27% | -9% | 0% | -11 | 12% | 4% |
| COc1ccc(C(=O)Nc2ccc(S(=O)(=O)N3CCCCC3C)cc2)c(OC)c1OC (stereo not drawn) | 6% | -1% | 0% | 8% | -15% | -4% | -4 | 32% | 4% |
| CN1CCN(NC(=O)Nc2cccc(Cl)c2Cl)CC1 | -13% | -1% | -1% | -3%[57.1 µM] | -8% | -27% | -17 | -1%[57.1 µM] | 14% |
| O=C(CN1CCN(Cc2ccc(F)cc2Cl)C1=O)NCc1cccs1 | 13% | 0% | -1% | 7% | -18% | 3% | -4 | 23% | 21% |
| O=C(NCCSc1ccc(Cl)cc1)c1ccc(CN2CCOCC2)cc1 | 0% | 4% | 0% | -2%[57.1 µM] | -18% | -1% | -5 | 4%[57.1 µM] | 16% |
| COc1ccccc1CNC(=O)CCCn1nc(C)n2ccnc2c1=O | 0% | 0% | -2% | 9%[57.1 µM] | -16% | -9% | -9 | 12%[57.1 µM] | 13% |
| CCc1cccc(NC(=O)Cn2nc3c4cc(F)ccc4n(Cc4cccc(C)c4)cc-3c2=O)c1 | -11% | -1% | -3% | 3% | 8% | -5% | 1 | 18% | -2% |
| COc1ccc(NC(=O)[C@@H](NS(=O)(=O)c2cccc(Cl)c2)C(C)C)cc1S(=O)(=O)N1CCOCC1 | -14% | -5% | -3% | -1% | -2% | -10% | -3 | 3% | -15% |

Profiles from above. Order of screens: mIDH1 inhibitor	Vif-A3G inh	GRP78 ERSR act	TrxR1 substrate	USP1 inh	Vif-APOBEC3F blk	LDHA block	TrxR1 inh	RGS4 inhibitor
`CN1CCN(NC(=O)Nc2cccc(Cl)c2Cl)CC1` across the screens: -13%	-1%	-1%	-3%[57.1 µM]	-8%	-27%	-17	-1%[57.1 µM]	14%
`COc1ccc(NC(=O)[C@@H](NS(=O)(=O)c2cccc(Cl)c2)C(C)C)cc1S(=O)(=O)N1CCOCC1` across the screens: -14%	-5%	-3%	-1%	-2%	-10%	-3	3%	-15%
`O=C(NCCSc1ccc(Cl)cc1)c1ccc(CN2CCOCC2)cc1` across the screens: 0%	4%	0%	-2%[57.1 µM]	-18%	-1%	-5	4%[57.1 µM]	16%
